# HCMV inh: human cytomegalovirus inhibition; HFF cells, HCMV-luciferase reporter, 72 h; active compounds read low; activity change, negative = inhibition, % at 57.5 µM; hit rate 4.5% among 410,000; AID 1259415; in the data active = activity change below about -60%; inconclusive = no clear call, values can overlap the other calls; inactive = above about -39%
#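 Luciferase read-out from HCMV-luciferase-infected HFFs (MOI 1 PFU/cell) 72 h post infection at 37C; compounds added after 16 h cell attachment; activity normalized between buffer-only basal and Salinomycin (10uM) inhibitor controls.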
# AMA1 RON2 block: disrupts binding of P. falciparum AMA1 to RON2; AlphaScreen AMA1-biotinylated RON2 peptide binding; Potency, µM (titrated, usually from 58.2 µM), inactives show at the top dose activity change, negative = inhibition, most hits filed as inhibitors; hit rate 0.2% among 360,000;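 note: potency is the fitted concentration of half-maximal effect; 0% = vehicle wells and -100% = peptide control; nearly all actives have a fitted effect of over 45% in size; some results filed as inactive show a strong effect at the top dose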
#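 AMA1 (3D7) with his tag at 25 nM final met compounds first, then biotinylated RON2 peptide at 25 nM; detection used donor plus acceptor beads, 10 µg/mL apiece, read by AlphaScreen after 30 min at room temperature.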
# LmPK inh: LmPK (Leishmania mexicana) enzyme inhibition | Q27686 | purified LmPK, Kinase-Glo ATP luminescence, 1 h | Potency, µM (top dose mostly 57.5 µM), without a hit: top-dose activity change, negative = inhibition, actives largely listed as inhibitors | hit rate 0.37% among 290,000; note: potency is the fitted concentration of half-maximal effect
# Target sequence (Q27686 whole entry, looked up): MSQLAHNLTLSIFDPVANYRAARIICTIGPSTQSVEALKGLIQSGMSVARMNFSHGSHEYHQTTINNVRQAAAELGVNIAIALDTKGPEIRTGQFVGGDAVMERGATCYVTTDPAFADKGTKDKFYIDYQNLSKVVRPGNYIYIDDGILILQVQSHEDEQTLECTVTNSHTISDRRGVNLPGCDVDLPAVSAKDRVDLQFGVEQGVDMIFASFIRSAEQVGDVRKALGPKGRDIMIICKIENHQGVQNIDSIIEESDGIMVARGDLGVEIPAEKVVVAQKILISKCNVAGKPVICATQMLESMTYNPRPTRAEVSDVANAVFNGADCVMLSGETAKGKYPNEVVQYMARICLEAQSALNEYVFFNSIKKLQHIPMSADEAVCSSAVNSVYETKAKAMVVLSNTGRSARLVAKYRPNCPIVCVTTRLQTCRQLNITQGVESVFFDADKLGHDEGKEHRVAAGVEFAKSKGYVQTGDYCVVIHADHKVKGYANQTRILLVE
#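 0.1 nM LmPK, 0.5 mM PEP, 0.1 mM ADP; 50 mM imidazole pH 7.2, 7 mM MgCl2, 50 mM KCl; 1 h RT. Kinase-Glo luminescence readout, normalized to no-enzyme (full inhibition) and uninhibited wells.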
# AmpC detergent: inhibitors of E. coli AmpC beta-lactamase with detergent. P00811. AmpC hydrolysis of nitrocefin, absorbance 480 nm, 0.01% Triton. Potency, µM (series often up to 114 µM), without a hit: top-dose activity change, negative = inhibition, usual class: inhibitors. hit rate 0.041% among 370,000. AID 485294;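 note: potency is the fitted concentration of half-maximal effect; 0% = no-compound wells and -100% = no-enzyme wells; nearly all actives have a fitted effect of over 25% in size; some results filed as inactive show a strong effect at the top dose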
# Target sequence (P00811 whole entry, looked up): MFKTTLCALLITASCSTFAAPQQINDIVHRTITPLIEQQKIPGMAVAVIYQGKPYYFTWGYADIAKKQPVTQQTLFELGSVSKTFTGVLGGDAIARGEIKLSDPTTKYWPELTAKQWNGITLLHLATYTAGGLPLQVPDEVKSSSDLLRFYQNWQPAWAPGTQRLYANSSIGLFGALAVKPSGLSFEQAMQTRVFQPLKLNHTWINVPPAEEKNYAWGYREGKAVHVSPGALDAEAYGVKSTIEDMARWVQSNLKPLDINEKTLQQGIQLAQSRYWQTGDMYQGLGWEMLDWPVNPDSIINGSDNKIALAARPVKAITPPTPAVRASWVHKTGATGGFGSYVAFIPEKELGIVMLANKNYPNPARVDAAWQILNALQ
#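 20 mM phosphate pH 7.0 + 0.01% (detergent screen) or 0.0001% Triton X-100; 5.3 nM AmpC reagent; cpd preinc 15 min RT; nitrocefin (800 uM stock) to start; A480 q20 s × 4 min; Activity was normalised to no-enzyme and no-compound control wells.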
# AmpC inh no detg: inhibitors of E. coli AmpC beta-lactamase without detergent | Potency, µM (doses to about 57.1 µM), for inactives: at the top dose activity change, negative = inhibition, most hits filed as inhibitors | AmpC nitrocefin hydrolysis, absorbance 480 nm, 0.0001% Triton | AID 485341 | hit rate 0.52% among 330,000;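 note: potency is the fitted concentration of half-maximal effect; plate controls were no compound for no effect and no enzyme for full effect; nearly all actives have a fitted effect of over 20% in size; some results filed as inactive show a strong effect at the top dose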
#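 20 mM phosphate pH 7.0 + 0.01% (detergent screen) or 0.0001% Triton X-100; 5.3 nM AmpC reagent; cpd preinc 15 min RT; nitrocefin (800 uM stock) to start; A480 q20 s × 4 min; Activity was normalised to no-enzyme and no-compound control wells.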
# HCV inh: blocks hepatitis C virus. AID 651820. hit rate 3.4% among 340,000. Potency, µM (series often up to 41.8 µM), without a hit: at the highest dose activity change, negative = inhibition, usual class: inhibitors. Huh7.5.1 HCVcc-Cre infection, luciferase reporter, 44 h; note: potency is the fitted concentration of half-maximal effect
#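 Cells (1,000/well) were plated 4 h before compound, then infected with HCVcc-Cre virus (~0.5 moi). After 44 h further culture, infection was read as luciferase luminescence following a 15 min substrate incubation at room temperature.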
# TbPYK inhibitor: inhibitors of Trypanosoma brucei pyruvate kinase | hit rate 0.12% among 410,000 | TbPYK enzyme, Kinase-Glo Plus ATP luminescence, 45 min | Potency, µM (titrated, usually from 76.8 µM), for inactives: top-dose activity, negative = inhibition, actives largely listed as inhibitors | AID 624173 | Q57TT1; note: potency is the fitted concentration of half-maximal effect; nearly all actives have a fitted effect of over 50% in size
#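 Luminescence from Kinase-Glo Plus, added after a 45-minute room-temperature reaction, served as the end-point read-out. The enzyme and substrate were preincubated with compound before ADP (130 uM final) initiated turnover. Concentration-effect curves came from normalized qHTS data.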
# * marks the source's active call; other numbers are inactive results; u = inconclusive; x = no result given; & = joins results of further samples; [ ] = another dose, or the depositor's remark. Unless noted, calls come from the whole dose curve; as a rule, active = well fitted curve in the direction sought with a large enough effect; inconclusive = small, poorly fitted or top-dose-only effect, or another doubt; inactive = no such curve, though single readings can be large; an effect the other way counts as inactive or inconclusive. Unless noted, % is set by controls: 0 for no effect and ±100 for the full control effect.
SMILES,HCMV inh,AMA1 RON2 block,LmPK inh,AmpC detergent,AmpC inh no detg,HCV inh,TbPYK inhibitor
CCCc1cc(=O)oc2c(C)c(OCC(=O)NCCCn3ccnc3)ccc12,-10,-1%,3%,-14%,18%,-12%,-2%
Cc1cc(C)n2nc(SCC(=O)Nc3cc(Cl)ccc3C)nc2n1,-8,x,x,-2%,x,x,-5%
CCN1CCN(C(c2cc(OC)ccc2OC)c2nnnn2Cc2ccccc2)CC1 (stereo not drawn),15,-9%,0%,-6%,3%,1%,6%
O=C(COC(=O)CC1CC2CCC1C2)NCc1ccccc1 (stereo not drawn),68,-7%,x,x,-12%,0%,5%
CCc1ccc(-n2nc(C)c3c(C)cc(=O)n(CC(=O)NCc4ccc(C)cc4)c32)cc1,21,x,x,22%,x,x,-3%
Cc1ccc(Cl)cc1N1CCN(S(=O)(=O)N2CCCCC2)CC1,-34,-11%,1%,0%,1%,-17%,2%
COc1ccccc1NC(=O)/C(=N/OCc1ccc(C#N)cc1)C(C)=O,-10,6%,2%,u,-17%,0%,2%
Cc1cccc(N2CCN(C(=O)C3(S(=O)(=O)c4ccc(Cl)cc4)CC3)CC2)c1C,u,-5%,-2%[11.5 µM],2%,-27%,u,4%
COc1ccc(C)cc1NC(=O)c1ccc(CN2CCc3ccccc3C2)cc1,-34,3%,-2%,-14%,-1%,-21%,1%
N#C/C(=C\c1ccc(O)c(O)c1)C(=O)NCCCc1ccccc1,30,-3%,0%,-1%,-40%,u,-17%
CCN(CC)c1ccc(/C=C2\CCC(/C=N/NC(=O)c3ccc(=O)n(C)c3)=C2N2CCOCC2)cc1,17,5%,4%,-4%,12%,u,-15%
CCCOc1ccc(C(=O)NCC2OCCc3ccccc32)cc1OC (stereo not drawn),u,7%,-2%,-1%,36%,-28%,-3%
CSc1nsc(SC)c1C(N)=O,23,9%,-6%,-1%,-7%,22%,-1%
O=S(=O)(c1cccc2cccnc12)N1CCc2ccccc21,-63*,7%,2%,-10%,-20%,-6%,-3%
O=C(NCCOC(=O)c1ccc(C(=O)OCCNC(=O)c2ccccc2)o1)c1ccccc1,9,-9%,1%,u,22%,19%,-4%
CCN(c1ccccc1)S(=O)(=O)c1nnc(NC(=O)c2ccccc2OC)s1,-2&-28,-9%,1%,u,8%,16%,-2%&0%
CC(=O)Nc1ccc(/C=N/Nc2nncc3ccccc23)cc1,91,43%[activator],0%,-7%,-2%,-32%,1%
Cc1c(C(=O)Nc2ccc(C(=O)Nc3ccccc3)cc2)cccc1[N+](=O)[O-],u,0%,0%,5%,-8%,u,0%
COc1ccc2[nH]c(C)c(CCNC(=S)Nc3ccc(C)cc3)c2c1,-68*,9%,-2%[11.5 µM],3%,-34%,u,6%
Cc1sc2nc(C(C)Nc3ccccc3N3CCOCC3)[nH]c(=O)c2c1C (stereo not drawn),25,-17%,2%,3%,52%,u,1%
COc1cccc(C2=NOC(C(=O)Nc3ccc(OC)c(OC)c3)C2)c1 (stereo not drawn),24,-8%,-1%,3%,15%,u,-2%
CCOc1ccc(S(=O)(=O)Nc2ccncc2)c(C)c1C,-26,-12%,0%,4%,-20%,2%,1%
Cc1cccc(-c2cc(C(=O)N3CCCc4ccccc43)c3ccccc3n2)c1,42,-23%,4%,3%,2%,12%,-10%
COn1c(SCc2cccnc2)nc2ccccc2c1=O,u,0%,-4%,-3%,-10%,7%,3%
CS(=O)(=O)c1cccc(S(=O)(=O)N2CCN(c3ccccn3)CC2)c1,49,0%,-2%,-2%,5%,2%,-2%

# Given with two lines to a compound: part of the list above
# The line under a structure holds: HCMV inh, AMA1 RON2 block, LmPK inh, AmpC detergent, AmpC inh no detg, HCV inh, TbPYK inhibitor
O=S(=O)(c1cccc2cccnc12)N1CCc2ccccc21
    -63*, 7%, 2%, -10%, -20%, -6%, -3%
O=C(NCCOC(=O)c1ccc(C(=O)OCCNC(=O)c2ccccc2)o1)c1ccccc1
    9, -9%, 1%, u, 22%, 19%, -4%

# Rewritten tab-delimited: part of the list above.
SMILES	HCMV inh	AMA1 RON2 block	LmPK inh	AmpC detergent	AmpC inh no detg	HCV inh	TbPYK inhibitor
O=C(COC(=O)CC1CC2CCC1C2)NCc1ccccc1 (stereo not drawn)	68	-7%	x	x	-12%	0%	5%
COc1ccc(C)cc1NC(=O)c1ccc(CN2CCc3ccccc3C2)cc1	-34	3%	-2%	-14%	-1%	-21%	1%

# Compounds above containing an NH in an aromatic ring (2):
SMILES,HCMV inh,AMA1 RON2 block,LmPK inh,AmpC detergent,AmpC inh no detg,HCV inh,TbPYK inhibitor
COc1ccc2[nH]c(C)c(CCNC(=S)Nc3ccc(C)cc3)c2c1,-68*,9%,-2%[11.5 µM],3%,-34%,u,6%
Cc1sc2nc(C(C)Nc3ccccc3N3CCOCC3)[nH]c(=O)c2c1C (stereo not drawn),25,-17%,2%,3%,52%,u,1%

# (continued)
SMILES,HCMV inh,AMA1 RON2 block,LmPK inh,AmpC detergent,AmpC inh no detg,HCV inh,TbPYK inhibitor
O=C1CC(c2ccc(F)cc2)Sc2ccccc2N1 (stereo not drawn),65,13%,5%,-13%,-32%,-3%&1%,-5%
CC(=O)[C@@]1(O)C(C)CC2C3C=C(C)C4=Cc5c(cnn5-c5ccccc5)C[C@]4(C)C3C(O)C[C@@]21C (stereo partly drawn),u,-3%,-5%,-8%,88%[activator],7.1µM*,-2%
CN(Cc1ccc(Cl)cc1)C(C(=O)NC1CCCCC1)c1cc2ccccc2o1 (stereo not drawn),-21,-3%,x,x,x,x,0%
CCOC(=O)c1cnc2ccccc2c1NCc1ccco1,u,-8%,0%,10%,4%,u,3%
Cc1ccsc1/C=N/n1c(-c2cc(-c3ccccc3)n[nH]2)n[nH]c1=S,-17,50%[activator],-4%,0%,-52%,-11%,u
c1ccc(COc2ccc(Nc3ncnc4nc[nH]c34)cc2)cc1,-2,41%[activator],0%,u,-25%,-22%,1%
COCCN1C(=O)CCC1(C)C(=O)Nc1ccc2ccccc2c1 (stereo not drawn),14,7%,x,x,x,x,1%
O=S(=O)(c1ccc(Cl)cc1)c1nc(-c2ccco2)oc1SCc1ccc(F)cc1,-20,x,x,u,x,x,0%
Nc1[nH]c(C(=O)c2ccccc2)c(-c2ccc(Br)cc2)c1C(=O)NC1CC1,-20,21%,x,x,x,x,-11%
O=C(CSc1nnc(-c2cccs2)o1)N1CCCCC1,69,2%,1%,u,-3%,6%,-13%
CN(C)c1ccc(CN(CC2CCCO2)C(=O)COc2ccc(Cl)cc2)cc1 (stereo not drawn),-32,x,x,12%,x,x,-19%
Cc1ccccc1NC(=O)COC(=O)CCc1nc2ccccc2c(=O)[nH]1,15,3%,0%,-12%,-11%,12%,-1%
CCNC(=S)N(CCc1ccccc1C)Cc1cc2cc(OC)c(OC)cc2[nH]c1=O,-11,1%,1%,-11%,229%[activator],-2%,-3%
CCCC/C=C/C(NC(=O)c1ccc(-c2ccccc2)cc1)c1ccccc1 (stereo not drawn),-19,-1%,x,x,x,11%,-3%
CSc1cccc(NC(=S)N(Cc2ccccc2)Cc2ccccn2)c1,-21,-13%,7%,-9%,-31%,u,1%
CC1(C(=O)N2CCN(c3ccccc3)CC2)CC1(Cl)Cl (stereo not drawn),-21,-5%,4%,-6%,31%,6%,-14%
CC(=O)N1CCCN(Cc2cn(-c3cccc(C)c3)nc2-c2cccc(F)c2)CC1,7,7%,-1%,2%,165%[activator],u,-1%
Cn1c(=O)c2cc(NC(=O)Cc3ccccc3F)ccc2n1Cc1ccc(Cl)cc1,-33,-1%,x,x,x,x,5%
O=C(CN1CCSc2ccccc21)NCCCc1ccccc1,-30,-39%,0%,-5%,-3%,13%,-2%
Clc1ccc(-c2nnn3c2nc(N2CCCCC2)c2ccccc23)cc1,30,x,x,-6%,x,x,1%
Cc1ccc(C)c(N2CCN(S(=O)(=O)c3ccc(-c4cnc(C5CC5)o4)cc3)CC2)c1,-12,x,x,12%,x,x,-5%
CCOC(=O)CSc1nn(C)c(=S)s1,-13,1%,10%,u,6%,8%,-1%
COc1ccccc1NS(=O)(=O)c1cc(Cl)ccc1OC,49,11%,-3%,-17%,5%,5%,-2%
Cc1c(C(=O)Oc2cccc3cccnc23)cccc1[N+](=O)[O-],u,64%[activator],10%,-2%,1%,-5%,2%
CCOC(=O)N1CCN(C(=O)C2CCN(S(=O)(=O)c3ccc(Br)s3)CC2)CC1,-13,30%[activator],0%,-3%,154%[activator],21%,-5%

# Single values from the list.
# For HCMV inh, `CN(C)c1ccc(CN(CC2CCCO2)C(=O)COc2ccc(Cl)cc2)cc1` (stereo not drawn) shows -32
# For AmpC detergent, `O=C(CN1CCSc2ccccc21)NCCCc1ccccc1` shows -5%

# More entries
SMILES,HCMV inh,AMA1 RON2 block,LmPK inh,AmpC detergent,AmpC inh no detg,HCV inh,TbPYK inhibitor
CCN(C(=O)CCN1C(=O)c2ccccc2S1(=O)=O)c1ccccc1,-32,-2%,x,u,-10%,8%,-4%
O=C(Nc1cccc(F)c1)Nc1ccc2c(c1)OCO2,34,0%,-9%,u,-32%,-10%,-3%
COc1cc(C)nc(N2CCC(C(=O)NC3CCCCC3)CC2)n1,22,0%,-2%,-12%,-9%,-5%,0%
CC(C)OC(=O)C1C(=O)CC(C)(O)C(C(=O)OC(C)C)C1c1ccc([N+](=O)[O-])cc1 (stereo not drawn),7,4%,0%,7%,44%,-1%,1%
O=C(CCC(=O)Nc1ccccc1Cl)NNC(=O)c1ccco1,-12,21%,-5%,-17%,-35%,17%,-10%
O=C(Nc1cnc2ccccc2c1)N1CCOCC1,63,9%,-13%,-14%,-5%,0%,-19%
O=Nc1c(-c2c(O)[nH]c3cc(Br)ccc23)[nH]c2ccccc12,-68*,10µM*,-28%,u,5.6µM*,5.6µM*,-7%
COC(=O)c1ccc(=O)n(Cc2ccc3c(c2)OCO3)c1,16,-9%,1%,u,-2%,3%,-12%
Cn1c(SCC(=O)Nc2ccccc2F)nnc1-c1cc2ccccc2o1,3,u,-7%,u,-18%,0%,-4%
O=C(C1CCC1)N1CCN(c2ccc(C(F)(F)F)cc2[N+](=O)[O-])CC1,-34,5%,-7%,5%,-6%,x,-15%
CN(C)c1cc(=O)n2c(n1)SCCC2,6,-4%,-4%,u,-19%,12%,-4%
CCC(=O)N1CCc2cc(S(=O)(=O)Nc3cc(C)ccc3OC)ccc21,-15,x,x,17%,x,x,0%
N#Cc1ccc(-c2cccs2)nc1SCc1ccc(Br)cc1,6,x,x,-1%,x,x,-7%
CC(CCc1ccccc1)NC(=O)C1CCN(c2nnc(-n3cccc3)s2)CC1 (stereo not drawn),18,10%,8%,-13%,23%,u,4%
